High-throughput results from PubChem.
CAL PDZ FP: human CAL PDZ-peptide interaction inhibition | Q9HD26 | purified CAL PDZ, TMR-peptide fluorescence polarization, 1 h | inhibition, % at 20 µM | 330,000 tested, 0.02% active;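 active = highest replicate inhibition of at least 40%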;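 note: plate controls were DMSO neutral control wells for no effect and unlabeled competitor peptide control wells for full effect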
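Material: tagged CAL PDZ domain; buffer or medium: 25 mM sodium phosphate pH 7.4, 150 mM NaCl, TCEP, IgG, Thesit; compound dosing: single point, 20 µM; schedule: 1 h incubation at room temperature before polarization reading; measured by: FP readout, S and P plane fluorescence; read-out basis: percent inhibition from loss of millipolarization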
phage Ecoli inh: E. coli growth loss with phage present; growth absorbance; inhibition, % at 11.9 µM; 360,000 tested, 0.26% active; in the data active = inhibition above about 11%
Tat transport: E. coli Tat transport inhibition; E. coli MC4100 TorA-mCherry Tat export, fluorescence; inhibition, % at 10 µM; 340,000 tested, 0.036% active; AID 488895;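 active = mean replicate inhibition at least 50% and at least half of replicates individually reaching 50%; inconclusive = only one of the two criteria met; inactive = neither criterion met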;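 note: exported cargo escapes ClpAP degradation while cytoplasmic cargo is degraded and loses fluorescence; 0% = median of neutral control wells and 100% = median of NaSCN control wells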
Wnt bcat act: Wnt/beta-catenin pathway activation; Wnt/beta-catenin reporter cell assay, activator, plate reader; activation, % at 9.35 µM; 300,000 tested, 1.2% active; AID 743398; in the data active = activation above about 30%, passing the limit was not always enough; inconclusive = no clear call, values can overlap the other calls;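 note: 0% = neutral control wells and 100% = positive control wells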
PvdQ acylase: P. aeruginosa PvdQ acylase inhibition | AID 488965 | purified PvdQ acylase, fluorescence plate reader | 340,000 tested, 0.063% active | inhibition, % at 10 µM; in the data active = inhibition above about 30%, passing the limit was not always enough; inconclusive = no clear call, values can overlap the other calls;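 note: 0% = vehicle neutral wells and 100% = reference inhibitor wells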
DAGLB inh: diacylglycerol lipase beta (human) inhibition. inhibition, % at 5.17 µM. Q8NCG7. 340,000 tested, 0.059% active. HEK293T DAGLB membrane lysate, EnzChek fluorogenic substrate; in the data active = inhibition above about 34%;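 note: 0% = enzyme with vehicle and 100% = wells lacking enzyme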
Target sequence (Q8NCG7 whole entry, looked up): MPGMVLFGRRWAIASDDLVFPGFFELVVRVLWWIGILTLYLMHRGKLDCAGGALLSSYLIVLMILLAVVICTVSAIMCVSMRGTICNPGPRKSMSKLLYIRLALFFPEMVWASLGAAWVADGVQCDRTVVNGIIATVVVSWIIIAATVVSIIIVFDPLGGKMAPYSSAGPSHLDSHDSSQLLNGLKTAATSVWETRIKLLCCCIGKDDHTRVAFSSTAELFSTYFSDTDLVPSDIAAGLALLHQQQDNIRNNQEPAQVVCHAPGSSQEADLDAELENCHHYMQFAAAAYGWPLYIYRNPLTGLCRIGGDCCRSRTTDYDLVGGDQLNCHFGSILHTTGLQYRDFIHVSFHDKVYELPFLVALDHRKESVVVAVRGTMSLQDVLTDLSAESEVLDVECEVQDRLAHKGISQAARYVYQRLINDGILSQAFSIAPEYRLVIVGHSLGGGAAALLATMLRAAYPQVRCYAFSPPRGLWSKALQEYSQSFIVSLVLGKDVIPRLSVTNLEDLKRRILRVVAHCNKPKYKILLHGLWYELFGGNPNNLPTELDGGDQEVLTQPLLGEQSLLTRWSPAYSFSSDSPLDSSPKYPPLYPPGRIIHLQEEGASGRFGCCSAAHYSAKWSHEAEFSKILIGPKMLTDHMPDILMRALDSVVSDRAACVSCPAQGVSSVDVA
Rtt109 HAT inh: blocks Candida albicans Rtt109/Vps75 acetyltransferase activity; Q5AAJ8; purified Rtt109/Vps75, ThioGlo CoA-SH fluorescence, 4 h; inhibition, % at 34.9 µM; 330,000 tested, 0.16% active;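 active = inhibition of at least 50% in every replicate; inconclusive = best replicate reaches 50% inhibition but some replicates fall short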
Target sequence (Q5AAJ8 whole entry, looked up): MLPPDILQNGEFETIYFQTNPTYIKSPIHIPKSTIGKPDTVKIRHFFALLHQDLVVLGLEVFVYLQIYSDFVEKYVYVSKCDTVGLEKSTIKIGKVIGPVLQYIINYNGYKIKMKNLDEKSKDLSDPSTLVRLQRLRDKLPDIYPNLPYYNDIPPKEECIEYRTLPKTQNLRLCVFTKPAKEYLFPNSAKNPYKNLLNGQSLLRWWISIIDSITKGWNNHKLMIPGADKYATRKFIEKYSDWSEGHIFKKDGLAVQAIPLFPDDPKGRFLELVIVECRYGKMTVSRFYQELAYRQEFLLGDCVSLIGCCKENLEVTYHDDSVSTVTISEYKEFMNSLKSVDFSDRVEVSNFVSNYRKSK
PfHsp90 set2: growth inhibition of yeast expressing Plasmodium Hsp90; S. cerevisiae expressing PfHsp90, BacTiter-Glo ATP, 48 h; yeast lacking PDR1 and PDR3 efflux regulators; inhibition, % at 9.4 µM; 310,000 tested, 0.32% active; AID 504621;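 active = every replicate shows inhibition above about 80%, whatever the replicate mean, limit read from the data; inconclusive = mean inhibition reaches the set limit but some replicate falls short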;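 note: 0% = DMSO neutral controls and 100% = 20 µM radicicol positive controls; yeast relying on Plasmodium falciparum Hsp90 in place of its own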
Ecoli viability: counter-screen for AddAB inhibitors: E. coli growth inhibition; E. coli V3065 growth, OD600 absorbance, 18 h; AID 449728; 330,000 tested, 0.27% active; inhibition, % at 11.9 µM;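 active = inhibition above the campaign's mean inhibition across all tested compounds plus 3 SD, cut at about 9.9% in these data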;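 note: uninfected addAB+ strain grown without phage in ampicillin broth; 0% = DMSO wells and 100% = ciprofloxacin 0.95 µg/ml wells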
AddAB inh: less growth of phage-infected E. coli with AddAB; 330,000 tested, 0.29% active; AID 435030; inhibition, % at 11.9 µM; E. coli expressing H. pylori AddAB, absorbance growth; in the data active = inhibition above about 12%;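 note: 0% = vehicle wells of infected cells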
An asterisk follows results filed as active; ? = inconclusive; / = not tested or not shown; & = joins results of further samples.

SMILES	CAL PDZ FP	phage Ecoli inh	Tat transport	Wnt bcat act	PvdQ acylase	DAGLB inh	Rtt109 HAT inh	PfHsp90 set2	Ecoli viability	AddAB inh
O=C(CCc1ccccc1)NCC(=O)N/N=C/c1ccc(O)cc1O	-0.3	-1.5	2	-4	4	-2	7	7	-0.6	-2.1
C[C@@H]1CCC(=O)N(CC[C@H](Oc2ccccc2)c2ccccc2)CC1	0.3	1.4	2	-1	-9	0	-6	-12	-1.3	0.2
CCOc1ccc(N2C(=O)CC(Sc3nc(C)cc(C)c3C#N)C2=O)cc1 (stereo unspecified)	-0.1	2.6	-11	-2	0	-1	11	/	3.3	2.9
CCOc1ccccc1CNC(=O)CCCn1ncn2c(cc3occc32)c1=O	-2.8	-0.8	-5	0	3	-4	6	-2	-0.1	0.3
Cc1cccc(C)c1OCc1cc(C(=O)N2CCC(c3ccncc3)CC2)no1	-2.8	0.8	-3	11	-12	-2	0	23	-3.4	1.0
COc1ccc(-c2nc3cc(NC(=O)Cc4ccc(OC)c(OC)c4)ccc3o2)cc1	-3.0	3.4	-5	7	8	-2	15	-3	1.5	-0.7
CCN(CC(=O)Nc1ccccc1Br)C1CCCCC1	-0.9	1.6	2	0	-13	-9	15	-7	0.0	1.7
CCCCOP(=O)(c1ccc(N(C)C)cc1)C(O)c1ccc(OC)cc1 (stereo unspecified)	-0.4	2.9	2	-2	-15	2	1	4	-1.2	-0.5
O=C(NCC(c1cccnc1)N1CCN(c2ccc(F)cc2)CC1)c1ccccc1 (stereo unspecified)	0.2	1.3	0	/	-12	-2	-9	2	0.6	2.8
NC(N)=NS(=O)(=O)c1ccc(NC(=S)NC(=O)c2ccncc2)cc1	-3.1	1.3	-5	-2	7	-1	6	5	-0.3	1.1
Fc1ccccc1CSc1nnc(-c2cccs2)o1	-0.6	2.6	18	42*	-7	-10	-2	/	-2.1	-0.2
CCc1ccc2oc(-c3ccc(OC)cc3)cc(=Nc3cccc(C(=O)O)c3)c2c1	-2.3	3.6	1	4	-1	-7	-6	17	-0.1	0.7
Cc1n[nH]c(C)c1S(=O)(=O)N(CC(=O)N1CCc2ccccc21)c1ccc(C(C)C)cc1	-0.1	1.4	-2	-1&-6	-1	-2	4	0	-0.9	2.5
COc1ccc(Cl)cc1C(=O)NCCCSc1ccccc1	-5.2	1.2	13	-3	-14	-12	-7	16	1.6	4.5
CCn1ccc(C(=O)Nc2ccc(Cl)cn2)n1	0.2	2.2	0	32*	5	0	1	-13	0.7	-2.9
Cc1cc(=O)oc2cc(OCC(=O)N3CCN(c4ccccc4)CC3)ccc12	-0.9	2.2	-1	-4	-13	2	30	16	-1.1	0.9
CN(CC(=O)Nc1cccc(F)c1)CC(=O)Nc1cccc(S(=O)(=O)N(C)c2ccccc2)c1	-0.2	0.5	14	-6	-13	-2	-7	0	/	/
O=[N+]([O-])c1ccc(CNCc2cc(Cl)ccc2O)cc1	0.4	6.3	-2	4	14	-3	-3	4	-3.1	5.3
CC1CC(C)CN(C(=O)c2cccc(S(=O)(=O)N(C)c3ccccc3)c2)C1 (stereo unspecified)	-1.6	2.7	0	4	0	-2	5	-7	/	/
CCC1CCCCN1C(=O)CSc1nnc(CNC(=O)c2c(F)cccc2Cl)o1 (stereo unspecified)	-1.0	2.3	2	2	-5	2	-9	-46	0.2	3.4
NC(=O)C1CCN(CC(O)COCc2ccccc2Cl)CC1 (stereo unspecified)	0.2	2.3	7	-2	7	-3	0	-5	-2.8	4.5
O=C(Nc1cccc(NC(=O)c2cccc(F)c2)c1)c1ccccc1	-1.9	2.0	1	0	-10	-1	3	9	-0.9	-0.6
Cc1nn(-c2ccccc2)c(C)c1NC(=O)COC(=O)c1ccc(Cl)c(S(N)(=O)=O)c1	0.6	1.1	?	-4	-8	0	1	7	-2.5	-1.7
Cc1cc(NC(=O)Cn2ccsc2=N)c([N+](=O)[O-])cc1C	0.9	4.3	5	-2	5	2	29	11	2.5	3.9
c1nc(N2CCC3(CC2)OCCO3)c2c3c(sc2n1)CCCC3	-1.8	2.7	9	-3	-15	0	1	2	-1.9	5.8
The listing continues:
SMILES	CAL PDZ FP	phage Ecoli inh	Tat transport	Wnt bcat act	PvdQ acylase	DAGLB inh	Rtt109 HAT inh	PfHsp90 set2	Ecoli viability	AddAB inh
Cc1cccc(NC(=O)CNC(=O)c2ccc3c(c2)OCO3)n1	-2.7	2.3	-3	2	-4	1	-4	/	1.6	-0.7
CNC(=S)NCCN1CCOCC1	-1.8	1.7	1	2	-5	1	1	-17	-1.2	0.4
COC(=O)C1=NN(N=O)C2(CC(=O)N(c3cc(C)cc(C)c3)C2=O)C1 (stereo unspecified)	-0.4	-1.3	0	-5	-6	5	-2	25	-1.1	1.1
Cc1ccc(CN(Cc2ccco2)C(=S)NCC(=O)O)cc1	1.0	-0.4	-4	5	-9	3	-5	20	-0.8	-1.1
COc1ccc(OC)c(NC(=O)c2[nH]c(C)c(C(C)=O)c2C)c1	-0.1	2.4	-12	/	-10	1	4	14	-0.4	1.0
CCNC(=O)Cn1cnc2c1c(=O)n(C)c(=O)n2C	/	-0.5	0	-3	-10	-3	4	7	-0.5	3.1
CC(=O)Nc1ccc(S(=O)(=O)Nc2cccc(C(=O)NC(C)(C)C)c2)cc1	0.0	0.8	-2	/	-16	-2	1	4	-1.9	0.3
COc1ccc(S(=O)Cc2ccc(C(=O)N3CCN(C(=O)c4ccco4)CC3)o2)cc1 (stereo unspecified)	-0.5	3.2	-4	1	-7	-1	-13	18	2.1	1.3
CCc1[nH]nc2c1C1(CCN(C(=O)c3ccccc3)CC1)C(C#N)=C(N)O2	-1.0	-1.3	-12	-1	-3	0	11	-22	-3.7	-1.4
CCCCNC(=S)Nc1ccc2[nH]c(=O)[nH]c2c1	0.6	2.5	1	1	-6	-1	1	-2	-2.1	-1.3
COc1ccc(NC(=O)CCNS(=O)(=O)c2cccc3nsnc23)cc1	-0.4	7.6	-16	-1	-7	1	-2	-25	2.8	4.0
O=C(NCCCN1CCOCC1)c1ccc(CNS(=O)(=O)c2ccc(F)cc2)cc1	-1.9	3.3	11	/	3	3	14	/	-0.5	1.6
CN=C(C)C1=C(O)C(C(=O)OC)C(C)(C)CC1=O (stereo unspecified)	0.5	2.2	12	/	-6	-1	-3	-1	1.3	0.2
Cc1ccccc1N1CCN(S(=O)(=O)c2ccccc2)CC1	27	5.5	1	/	7	-12	9	-3	-1.7	-0.9
COc1ccc(C2C(C(=O)c3ccccc3)=C(C)Nc3nc4ccccc4n32)cc1OC (stereo unspecified)	0.1	3.4	-6	-4	4	-2	-3	-2	-2.7	1.1
CN(Cc1nc2c(s1)CCCC2)C(=O)CCc1nnc(-c2ccc3c(c2)OCO3)o1	-3.1	0.4	4	-3	-10	0	1	-16	1.3	1.4
O=S(=O)(NC1CCCCC1)c1ccc(F)c2ccccc12	-1.8	0.9	-1	/	3	-5	8	-20	0.0	2.8
CC(=O)N(C)c1ccc(N=Nc2c(C)[nH]n(C(N)=S)c2=O)cc1	-0.8	1.4	0	51*	2	3	11	-15	-1.8	1.8
COc1ccc(/C(N)=N/OC(=O)CCc2ccccc2)cc1	-3.2	4.3	-4	0	-16	-7	3	-12	0.9	4.1
Cn1c(NC(=O)c2ccccc2)c(-c2cccs2)c(=O)c2ccccc21	/	0.9	-5	/	-3	1	-1	-11	-0.2	1.8
CSCCC(NS(=O)(=O)c1cccs1)C(=O)NCc1cccs1 (stereo unspecified)	-1.1	2.0	3	/	-15	2	6	/	-3.0	3.8
O=C(Nc1nc(-c2ccc(Cl)cc2Cl)cs1)C1CCCO1 (stereo unspecified)	-2.0	2.8	1	1	-1	-9	-3	14	-0.8	-0.9
CC(=O)Oc1ccc(C#C/C=C2\c3ccccc3C(=O)N2c2ccccc2)cc1	-2.7	/	-9	/	-4	-2	0	-6	-0.3	3.7
COc1ccccc1NC(=O)N1c2ccccc2NC(=O)CC1C (stereo unspecified)	-0.1	1.5	3	2	-10	2	-8	-9	2.3	1.9
CCOc1cc2[nH]c(=S)n(CCCN(CC)CC)c(=O)c2cc1OCC	-5.0	-0.2	-7	0	2	1	3	-40	-0.8	0.7

Complete entries, quoted from the list. Values in the order: CAL PDZ FP | phage Ecoli inh | Tat transport | Wnt bcat act | PvdQ acylase | DAGLB inh | Rtt109 HAT inh | PfHsp90 set2 | Ecoli viability | AddAB inh
Profile of `Cc1cc(NC(=O)Cn2ccsc2=N)c([N+](=O)[O-])cc1C` → 0.9 | 4.3 | 5 | -2 | 5 | 2 | 29 | 11 | 2.5 | 3.9
Profile of `CN(Cc1nc2c(s1)CCCC2)C(=O)CCc1nnc(-c2ccc3c(c2)OCO3)o1` → -3.1 | 0.4 | 4 | -3 | -10 | 0 | 1 | -16 | 1.3 | 1.4
Profile of `Cn1c(NC(=O)c2ccccc2)c(-c2cccs2)c(=O)c2ccccc21` → / | 0.9 | -5 | / | -3 | 1 | -1 | -11 | -0.2 | 1.8

(continued)
SMILES	CAL PDZ FP	phage Ecoli inh	Tat transport	Wnt bcat act	PvdQ acylase	DAGLB inh	Rtt109 HAT inh	PfHsp90 set2	Ecoli viability	AddAB inh
Cc1cc(C)c2nc(N3CCCC(C(=O)N4CCC(C(N)=O)CC4)C3)sc2c1 (stereo unspecified)	-1.6	2.0	4	0	-15	-1	9	-36	-0.1	0.7
CCCC1CCC(C2=N/C(=C\c3ccc(OC)c(OC)c3)C(=O)O2)CC1 (stereo unspecified)	-1.3	2.4	-6	/	-1	-1	7	-25	-0.5	-2.7
COc1ccccc1CN(C)C(=O)COC(=O)c1ccc(Cl)nc1	0.8	4.3	5	0	-11	-3	6	-4	-1.5	-3.2
COC(=O)c1ccc2[nH]c([C@H](C)O)c([C@H](C)O)c2c1	0.9	1.6	9	2	2	-1	4	-9	1.0	3.4
Cc1ccccc1CN1CCN(Cc2ccccc2C(F)(F)F)CC1	-1.3	-0.2	-4	0	-9	-14	-2	7	1.2	1.6
O=C(c1ccc2c3c(cccc13)C(=O)N(O)C2=O)N1CCCCC1	-0.8	1.5	-2	/	-6	2	1	-10	0.7	-0.8
Cc1nnc(C)n1/N=C/c1cc2ccccc2nc1Cl	-3.2	1.9	-4	-10	-12	2	3	0	1.2	2.3
Cc1ccc(C(=O)Nc2cccc(-c3nc4ncccc4o3)c2)cc1	-1.5	-3.1	-4	-3	-2	-1	-3	-11	2.9	2.7
O=C(N1CCOCC1)N1CCN(c2ccccn2)CC1	-1.0	4.4	-8	/	-3	2	5	-9	0.8	5.2
CCC/C(=C1/C(=O)CC(C)(C)C(C(=O)OC)C1=O)N1CCCC1 (stereo unspecified)	-0.4	0.6	1	/	-22	0	2	-16	0.8	4.2
CSc1ncc(Sc2ccccc2)c(C(=O)O)n1	-0.3	-3.4	-3	1	-4	-2	19	-7	1.2	-0.6
Fc1ccc(CNCC2CCCO2)cc1 (stereo unspecified)	0.0	1.2	3	0	1	-2	-3	2	/	/
COc1ccc(NS(=O)(=O)c2ccc(-c3coc(C)n3)cc2)cc1	-3.2	1.8	1	-2	8	-4	13	3	2.8	1.4
O=C(CC(O)(c1ccccc1)c1ccccc1)Nc1ccccn1	-0.4	4.5	-2	9	-14	0	7	11	/	/
O=C(Nc1ccccc1)N1CCN(c2nc3ccccc3s2)CC1	-2.2	3.4	6	11	-14	0	-1	/	1.8	1.6
Cc1ccc(S(=O)(=O)Cc2ccc([N+](=O)[O-])cc2)cc1	-0.5	0.3	-6	0	-3	2	0	10	-1.4	2.3
